From PubChem BioAssay
zVAD death inh: L929 zVAD cell death inhibition; L929 zVAD necroptosis rescue, ATP luminescence, 24 h; with zVAD 60 µM; viability rescue, % at 10 µM; 220,000 compounds, 0.38% hits;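 active means activation, scaled between plate controls, above about 75%, limit read from the data; inactive means activation under that limit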;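 further: 0% = zVAD with DMSO and 100% = DMSO alone without zVAD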
TNF death inh: blocks TNF-alpha induced death of Jurkat FADD-/- cells; 220,000 compounds, 0.068% hits; Jurkat FADD-/- TNF necroptosis rescue, ATP luminescence, 24 h; 0 = TNF only, 100 = no-TNF cells; activation (protection from cell death), % at 10 µM;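 active means activation, meaning protection from cell death, of at least 50% relative to plate controls; inactive means activation below 50%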;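 further: necroptosis triggered by 40 ng/mL TNF-alpha added together with compound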
PPC-1+TRAIL kill: compounds killing PPC-1 cancer cells with TRAIL present (potentiator screen, no TRAIL-free arm). PPC-1 cells + TRAIL, ATPLite viability luminescence. cell killing (% activity), % at 4 µM. 220,000 compounds, 0.41% hits;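 active means cell killing above 50% in the first pass at 4 µM, then a duplicate retest at 5 µM averaging 50% or more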;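 further: plate controls were cells with TRAIL plus DMSO for no effect and medium-only wells lacking cells for full effect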
FXIa inh: inhibitors of human coagulation factor XIa; purified FXIa, Boc-Glu-Ala-Arg-AMC fluorogenic substrate; AID 798; 220,000 compounds, 0.14% hits; inhibition, % at 5 µM;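 active means inhibition of at least 40%; inactive means inhibition below 40%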;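 further: fluorescence of freed AMC excited at 355 nm; 0% = enzyme without compound and 100% = no enzyme blank; many of its hits are not listed in these tables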
TbHK1 inh: blocks Trypanosoma brucei hexokinase 1 activity; recombinant TbHK1, G6PDH-coupled NADH A340; inhibition, % at 10 µM; 220,000 compounds, 0.11% hits;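 active means inhibition of 50% or more in the single-dose primary screen; inactive means inhibition below 50%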
Wee1 stabilizer: inhibitors of human Wee1 degradation; AID 1321; HeLa Luc-Wee1K328M stability, luciferase luminescence; 100% = proteasome inhibitor MG132 effect; reporter increase, % at 5 µM; P30291; 220,000 compounds, 1.2% hits;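 active means activation above the mean of all tested compounds plus 3 SD, set per screening run, cut at about 8.8% in these data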;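 further: cells exposed to compound for 20 h before luminescence read; 0% = DMSO alone and 100% = MG132 at 30 µM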
CHOP inhibitor: inhibitors of CHOP induction in ER stress response | inhibition, % at 10 µM | 220,000 compounds, 3.8% hits | AID 2732 | CHO-K1 CHOP-promoter luciferase, tunicamycin-induced, 15-18 h;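 active means compounds that reduced the stress-induced luciferase reporter signal by more than about 70% of percent inhibition, limit read from the data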;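 further: 0% = tunicamycin plus vehicle and 100% = wells without tunicamycin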
FXIIa inh 1536: factor XIIa (human) inhibition; purified FXIIa, Boc-QGR-AMC fluorogenic substrate, 2 h; inhibition, % at 5 µM; 220,000 compounds, 0.3% hits; AID 800; in the data active means inhibition above about 40%;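 further: 0% = enzyme with no compound and 100% = blank without enzyme; many of its hits are not listed in these tables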
Target sequence (P00748 20-372 limits assumed): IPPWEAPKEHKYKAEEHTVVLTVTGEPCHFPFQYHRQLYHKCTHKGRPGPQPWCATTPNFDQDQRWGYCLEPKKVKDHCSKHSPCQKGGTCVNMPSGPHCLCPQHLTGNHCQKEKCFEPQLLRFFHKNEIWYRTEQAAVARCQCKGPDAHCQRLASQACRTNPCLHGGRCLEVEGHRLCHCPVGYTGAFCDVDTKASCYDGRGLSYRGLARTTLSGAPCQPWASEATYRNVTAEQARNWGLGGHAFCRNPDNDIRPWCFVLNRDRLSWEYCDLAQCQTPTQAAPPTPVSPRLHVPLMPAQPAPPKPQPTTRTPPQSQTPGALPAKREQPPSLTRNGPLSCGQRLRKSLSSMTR
Target sequence (P00748 373-615 limits assumed): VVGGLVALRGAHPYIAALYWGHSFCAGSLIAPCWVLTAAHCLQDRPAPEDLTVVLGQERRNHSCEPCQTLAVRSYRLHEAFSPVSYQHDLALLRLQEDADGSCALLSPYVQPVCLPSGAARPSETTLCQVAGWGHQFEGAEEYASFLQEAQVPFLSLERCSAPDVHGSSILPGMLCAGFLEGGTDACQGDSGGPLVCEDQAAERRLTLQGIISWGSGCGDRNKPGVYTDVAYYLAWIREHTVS
EP2 antag: blocks the human prostaglandin E2 receptor EP2. C6 glioma cells expressing human EP2, cAMP TR-FRET; cells stimulated with saturating PGE2. 260,000 compounds, 0.52% hits. inhibition, % at 25 µM. P43116;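 active means percent inhibition above 40 after rounding to a whole number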;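 further: rat C6 glioma host cells with rolipram phosphodiesterase inhibitor present; the protocol text gives 20 µM as final concentration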
Target sequence (P43116 whole entry, looked up): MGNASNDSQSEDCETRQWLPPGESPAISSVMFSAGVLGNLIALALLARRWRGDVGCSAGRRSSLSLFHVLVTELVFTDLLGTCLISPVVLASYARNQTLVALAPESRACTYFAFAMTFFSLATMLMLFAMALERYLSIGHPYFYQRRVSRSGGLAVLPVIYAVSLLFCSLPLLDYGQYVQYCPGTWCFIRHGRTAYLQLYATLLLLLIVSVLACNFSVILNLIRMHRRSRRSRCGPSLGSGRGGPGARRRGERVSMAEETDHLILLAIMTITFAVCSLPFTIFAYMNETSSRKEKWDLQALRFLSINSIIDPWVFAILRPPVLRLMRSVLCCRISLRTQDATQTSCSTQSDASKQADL
* marks the source's active call; other numbers are inactive results; x = no result given; & = joins results of further samples; [ ] = remark or other dose.

SMILES	zVAD death inh	TNF death inh	PPC-1+TRAIL kill	FXIa inh	TbHK1 inh	Wee1 stabilizer	CHOP inhibitor	FXIIa inh 1536	EP2 antag
COc1cc(C(=O)NCCCNc2ccc([N+](=O)[O-])cc2)cc(OC)c1OC	0.8	1.5	12	7	28	-1	35	10	7
COc1ccc(Oc2ccccc2C#N)cc1	0.3	0.7	-13	-5	3	-3	6	1	5
CCCC[n+]1c(C)sc2cc(OC)ccc21	1.4	-1.8	3	-2	5	-2	1	11	4
COc1ccc(NC(=O)/C=C/c2ccc(C)o2)cc1S(=O)(=O)N1CCOCC1	1.1	2.3	18	8	-31	4	9	12	2
Cn1cnnc1SCC(=O)NNC(=O)COc1ccc(Br)cc1	1.7	1.9	-10	-3	-6	0	-1	7	4
O=C(CS(=O)(=O)c1ccc(Cl)c(Cl)c1)Nc1ccccc1Cl	0.1	0.0	1	3	3	0	67	13	5
Cc1nc2nc(Cc3ccccc3)nn2c(C)c1Cl	-0.2	-2.2	4	4	1	3	-13	0	4
O=C(N/N=C/c1ccc(O)c(O)c1)c1ccc(CSc2cccc3cccnc23)cc1	1.0	-17	-12	-3	4	2	-7	4	12
CC(=O)NC(=S)Nc1ccccc1C(=O)NC1CCCCC1	0.7	2.4	10	5	24	0	-29	-3	8
Cc1nn(CC(O)Cn2c3c(c4ccccc42)CCN(C)C3=O)c(C)c1Br (stereo unspecified)	-0.8	-0.9	12	2	-3	6	6	15	1
CSC(=NCCCN1CCOCC1)NS(=O)(=O)c1cccs1	2.1	0.4	3	7	-2	-3	8	8	-9
COc1cccc(CNc2ncnc3cc(Cl)ccc23)c1	0.2	-3.5	12	-2	-1	-5	40	4	3
COc1ccc(CNn2c(-c3cccc(C)c3)nc3ccccc3c2=O)cc1OC	1.1	-7.6	8	-3	-12	-1	10	4	19
CC(C)NC(=O)Cn1cnc2c1c(=O)n(C)c(=O)n2C	-0.1	0.6	2	1	0	3	-39	16	8
CCn1c(SCC(=O)N/N=C/C=C\c2ccco2)nc2ccccc21	-0.2	0.8	12	1	-28	2	21	8	5
C=CCn1c(Cc2ccc(OC(C)C)c(Cl)c2)nnc1SCC(N)=O	-0.1	-0.5	1	1	3	0	24	13	10
Cc1cc(C(F)(F)F)c(C#N)c(=O)[nH]1	-0.2	-1.7	-3	2	-21	-1	-4	7	8
Cc1c(NC(=O)OCCNC(=O)Nc2ccccc2)sc(=S)n1C	1.6	3.1	8	-8	13	4	21	8	12
CC(C)CN(CC(C)C)C(=O)Cc1coc2ccc3ccccc3c12	-0.3	-1.6	6	14	1	-1	40	3	15
COC(=O)[C@@]1(Cc2ccc(F)cc2)[C@H]2c3cc(C(=O)N(C)C)n(Cc4ccccc4)c3C[C@H]2CN1C(=O)c1ccccc1	-1.1	-0.1	4	1	-3	0	64	8	8

An excerpt from above in order of the FXIa inh value, largest number first:
canonical_smiles	FXIa inh	TbHK1 inh	Wee1 stabilizer	CHOP inhibitor	FXIIa inh 1536
CC(C)CN(CC(C)C)C(=O)Cc1coc2ccc3ccccc3c12	14	1	-1	40	3
Cc1cc(C(F)(F)F)c(C#N)c(=O)[nH]1	2	-21	-1	-4	7
COC(=O)[C@@]1(Cc2ccc(F)cc2)[C@H]2c3cc(C(=O)N(C)C)n(Cc4ccccc4)c3C[C@H]2CN1C(=O)c1ccccc1	1	-3	0	64	8
COc1ccc(CNn2c(-c3cccc(C)c3)nc3ccccc3c2=O)cc1OC	-3	-12	-1	10	4

(continued)
SMILES	zVAD death inh	TNF death inh	PPC-1+TRAIL kill	FXIa inh	TbHK1 inh	Wee1 stabilizer	CHOP inhibitor	FXIIa inh 1536	EP2 antag
CCOC(=O)c1[nH]c2ccc(Br)cc2c1NC(=O)CCN1CCCC(C)C1 (stereo unspecified)	x	5.6	5	2	-7	-1	-3	9	6
CCN1CCN(c2cc(C)c3cc(NC(=O)c4ccc(OC)c(OC)c4)ccc3n2)CC1	17	-7.1	14	-2	-32	0	-24	5	19
COc1ccc(CCNC(=O)C2CC(c3cccc(F)c3)=NO2)cc1 (stereo unspecified)	1.1	4.8	2	-6	-8	x	-4	3	6
O=C(c1ccco1)N1CCN(C(=O)c2cc3c(s2)-c2ccccc2OC3)CC1	-0.1	0.0	17	0	-27	-2	20	-11	8
NNc1nc2sc3c(c2c(=O)n1C1CCCCC1)CCN(Cc1ccccc1)C3	-0.1	-4.5	11	-2	-19	-2	25	6	14
Cc1ccc(SCC(=O)NNC(=O)C2CCCCC2)cc1	-0.4	-2.1	-2	-5	-1	-1	13	-1	3
Cc1ccc(CNc2ccc3c(c2)ncn3C)cc1	0.9	1.9	-17	0	-2	7	-26	18	7
CC(C)(C)C(=O)Nc1cc(S(=O)(=O)Nc2ccc(Cl)cc2)ccc1Cl	1.6	5.7	9	-5	29	3	75*	-1	8
Cc1cccc(C)c1NC(=S)NC(=O)c1ccc(Br)o1	0.8	-1.9	14	0	-8	-1	11	7	11
CC(=O)c1cnc(Nc2nc(C)c3cc(C)c(C)cc3n2)nc1C	-0.2	-0.9	-11	-3	-20	-1	-12	-6	3
CN1CCN(c2ccc(S(=O)(=O)N3CCCCC3)cc2NC(=O)c2ccc3ccccc3c2)CC1	1.7	2.7	23	-2	-24	-2	25	6	8
O=[N+]([O-])c1ccc(Sc2nnnn2-c2ccccc2)c(Cl)c1	-0.8	-9.7	-1	16	-1	0	-20	25	8
O=C(COc1ncnc2c(Cl)cc(Cl)cc12)NC1CCCCCC1	0.1	0.3	3	5	-3	-1	15	16	12
COc1ccc(C2C(C(C)=O)=C(C)Nc3ncnn32)cc1OC (stereo unspecified)	-0.6	-0.9	24	-17	-14	2	40	3	6
O=C(Nc1ccccn1)NC1CCCCC1	0.8	1.9	22	-16	-6	0	1	-5	3
CCN(CC)c1ccc2cc(NC(=O)CCC(=O)O)c(=O)oc2c1	0.5	2.2	25	-18	-11	-1	88*	-27	10
COC(=O)COc1ccc(C)cc1-n1nc2ccccc2n1	0.1	-0.4	6	-5	6	-3	-20	9	2
Cc1ccc(S(=O)(=O)N2CC(O)CC2C(=O)Nc2ccc3c(c2)CCC3)cc1 (stereo unspecified)	1.3	0.4	17	23	-2	0	7	32	18
COc1ccccc1C(=O)C1CCCN(C(=O)c2snnc2C)C1 (stereo unspecified)	-0.5	0.6	3	-2	-15	7	10	12	4
C#CCOCCOCCOCCNc1nc(N2CCN(C(=O)[C@H](CCC(=O)O)n3cc(C(N)CC(C)C)nn3)CC2)nc(N2CCN(C(=O)[C@H](CCC(=O)O)n3cc(C(N)CC(C)C)nn3)CC2)n1 (stereo partly specified)	-0.4	0.1	0	4	-11	12*	-16	8	-3
CCOc1ccccc1N1C(=O)c2ccc(C(=O)O)cc2C1=O	0.1	-2.5	0	-1	1	2	18	11	16
O=C(CN1C(=O)C2CC=CCC2C1=O)Nc1ccc(-c2nnc3n2CCCCC3)cc1 (stereo unspecified)	1.0	1.5	25	-5	4	-3	52	-8	10
O=C(CCn1c(=O)[nH]c2ccsc2c1=O)N1CC(=O)N(CCc2ccccc2)C(=O)C1	1.2	-0.5	7	-2	-2	-3	32	11	0
CC(=O)c1ccc(NC(=O)CSc2nc(C)cc(C)c2C(N)=O)cc1	0.8	-1.3	-2	-6	6	6	33	2	3
COc1ccc(CN2CC(C(=O)NCc3ccccn3)CC2=O)cc1 (stereo unspecified)	-0.7	-1.7	-16	3	3	-1	5	4	0
COc1cc(-n2c(C)nc3cc(C(=O)O)ccc32)cc(OC)c1OC	0.8	-0.8	13	-4	-3	0	16	3	7
Cc1cccc(C(=O)Nc2ccc(O)cc2)c1	-0.1	-12	x	8	6	-1	-9	20	29
O=C(Cn1c(=O)n(CC2CCCO2)c(=O)c2ccccc21)N1CCN(c2ccccc2)CC1 (stereo unspecified)	-0.3	-0.4	3	-3	0	7	66	-18	10
Cc1ccc(-c2cc(=O)c3cc(Cl)ccc3[nH]2)cc1	1.2	-1.2	65*[5 µM]	-2	-2	-2	22	2	x
CCOC(=O)C(Cc1ccccc1)C(=O)Nc1cccc(C)c1 (stereo unspecified)	1.0	1.3	-8	1	-9	-2	12	11	4
Cc1onc(-c2ccc(Cl)cc2Cl)c1-c1csc(N/N=C/c2ccccc2)n1	0.3	-4.2	-9	-6	-47	-2	-22	8	11
O=c1[nH]c(CN2CCN(S(=O)(=O)c3ccccc3C(F)(F)F)CC2)nc2sc3c(c12)CCCC3	2.6	3.4	2	5	14	0	48	5	9
CCOC(=O)C(NC(=O)CC(C)C)(Nc1sc2c(c1C(N)=O)CCCC2)C(F)(F)F (stereo unspecified)	x	0.3	17	0	0	5	-7	7	6
Cc1cccc(C(=O)NC(=S)NNC(=O)c2ccccc2Cl)c1	0.5	-5.8	5	0	-2	-1	86*	-3	13
NC(=O)[C@@H]1CCCNc2c(I)cc([N+](=O)[O-])cc2C(=O)N[C@@H](CO)C(=O)NCC(=O)N1	1.3	1.0	-1	9	-86	2	19	13	11
Fc1ccccc1Cn1nnc2c(-n3ccnc3)ncnc21	-0.5	1.8	-9	7	-3	0	50	14	10
C=CCNC(=O)c1oc2ccc(S(=O)(=O)N(CC)CC)cc2c1C	0.7	1.4	24	7	-4	1	14	20	10
Cc1cc(C)c2c(c1)cc(C)c1nnc(SCC(=O)Nc3cc(C)on3)n12	1.3	-7.8	33	-12	2	-1	20	12	x
CCOC(=O)c1c(C)c(C(=O)Nc2ccc3c(c2)OCCO3)c(C)n1C	0.3	0.5	10	0	4	9.2*	-4	18	4
CCOC(=O)C(NCc1ccco1)(NC(=O)c1ccc(OC)cc1)C(F)(F)F (stereo unspecified)	0.6	-3.8	8	0	-2	-1	31	1	19
CC1(C)CC(=O)C(C(c2cccc([N+](=O)[O-])c2)C2C(=O)CC(C)(C)CC2=O)C(=O)C1	-0.3	0.2	7	11	1	-1	28	9	12
CCOc1ccccc1NC1=NC2CS(=O)(=O)CC2S1 (stereo unspecified)	-0.4	0.8	2	0	-4	2	8	7	2
Cc1ccccc1OCc1nnc(SCC(=O)Nc2ccc3c(c2)oc2ccccc23)n1C	-0.2	0.7	14	-1	2	-1	7	2	7
Cc1ccc(C(=O)N2CCCCCC2)cc1Br	0.0	-1.1	-6	-14	-1	-1	9	-1	1
CC(C)[C@H](NC(=O)[C@@H]1CSCN1C(=O)OC(C)(C)C)C(=O)NCC1CCC(C(=O)O)CC1 (stereo partly specified)	1.2	-0.5	7	8	4	0	-6&0	4	8
Cc1nn(Cc2cccc3ccccc23)c(C)c1NC(=O)c1cccnc1	2.0	0.1	6	-3	-6	-3	13	x	11
CC1CC(C)CN(S(=O)(=O)c2ccc(C(=O)Nc3nnc(-c4cccs4)o3)cc2)C1 (stereo unspecified)	0.1	-6.9	5	1	10	-3	x	10	x
COc1ccc(C(=O)N2c3ccccc3C=CC2C#N)cc1 (stereo unspecified)	0.5	-0.2	-15	-3	-5	1	9	13	5
CC(=O)NC1Sc2ccccc2N=C1c1ccccc1 (stereo unspecified)	-0.1	-3.8	19	3	-5	0	22	12	8
O=C(c1ccc(Cl)cc1)N1CCC(O)(CSc2ccccc2)CC1	0.4	-1.4	-14	1	3	-1	-10	12	13
Carrying on:
SMILES	zVAD death inh	TNF death inh	PPC-1+TRAIL kill	FXIa inh	TbHK1 inh	Wee1 stabilizer	CHOP inhibitor	FXIIa inh 1536	EP2 antag
CCOC(=O)Cc1n[nH]c(=O)c2ccccc12	-0.2	0.8	6	4	1	4	10	7	7
COC(=O)N/N=C/c1ccccc1OCc1ccccc1	0.2	0.8	18	5	5	-1	2	7	5
CCCCCc1nc2c(C#N)c(-c3ccc(Cl)cc3)ccn2n1	5.0	-1.1	5	2	3	3	92*	12	8
CC(C)(C)c1cc(Br)ccc1OCC(=O)Nc1ncn[nH]1	0.5	-3.3	25	-3	-1	4	21	8	24

A portion of the library, so the mix of outcomes need not match the whole.
